# From PubChem BioAssay
# TLR4 MyD88 comp – TLR4-MyD88 interaction inhibition in cells; HeLa CL3-4 TLR4/MyD88 BLA complementation, FRET ratio; inhibition, % at 8.4 µM; 200,000 tested, 0.18% active; AID 861; in the data active means inhibition above about 25%;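 further: 0% = vehicle and 100% = reference inhibitor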
# Target sequence (O00206 whole entry, looked up): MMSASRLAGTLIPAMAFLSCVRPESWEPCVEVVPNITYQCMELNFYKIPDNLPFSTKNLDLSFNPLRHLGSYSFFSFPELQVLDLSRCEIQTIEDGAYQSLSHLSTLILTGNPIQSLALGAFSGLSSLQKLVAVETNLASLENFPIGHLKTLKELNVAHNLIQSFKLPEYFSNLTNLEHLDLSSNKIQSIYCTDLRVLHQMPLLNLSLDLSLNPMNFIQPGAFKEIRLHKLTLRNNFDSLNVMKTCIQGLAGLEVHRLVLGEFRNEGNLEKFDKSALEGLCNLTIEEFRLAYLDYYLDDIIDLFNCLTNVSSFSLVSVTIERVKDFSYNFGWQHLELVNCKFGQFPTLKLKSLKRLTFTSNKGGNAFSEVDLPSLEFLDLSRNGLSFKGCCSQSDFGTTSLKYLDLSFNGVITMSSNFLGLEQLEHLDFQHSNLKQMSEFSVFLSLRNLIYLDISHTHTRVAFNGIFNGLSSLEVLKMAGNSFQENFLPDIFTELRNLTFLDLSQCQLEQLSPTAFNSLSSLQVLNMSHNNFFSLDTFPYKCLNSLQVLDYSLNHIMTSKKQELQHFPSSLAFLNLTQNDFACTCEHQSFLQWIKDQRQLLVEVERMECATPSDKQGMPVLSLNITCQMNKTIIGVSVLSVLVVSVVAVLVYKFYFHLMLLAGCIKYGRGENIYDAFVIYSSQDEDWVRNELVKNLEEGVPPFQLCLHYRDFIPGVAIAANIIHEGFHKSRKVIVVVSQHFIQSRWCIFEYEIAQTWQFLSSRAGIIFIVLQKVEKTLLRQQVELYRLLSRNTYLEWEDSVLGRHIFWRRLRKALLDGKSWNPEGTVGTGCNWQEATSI
# Target sequence (Q99836 whole entry, looked up): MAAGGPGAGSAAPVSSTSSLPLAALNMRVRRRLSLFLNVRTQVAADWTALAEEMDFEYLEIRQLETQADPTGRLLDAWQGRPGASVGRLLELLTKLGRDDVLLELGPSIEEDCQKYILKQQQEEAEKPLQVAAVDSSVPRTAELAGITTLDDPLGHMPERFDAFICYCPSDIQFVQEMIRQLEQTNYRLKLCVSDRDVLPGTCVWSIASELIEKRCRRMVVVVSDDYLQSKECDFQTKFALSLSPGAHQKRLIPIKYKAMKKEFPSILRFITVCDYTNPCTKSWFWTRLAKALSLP
# Hsp70 act – Hsp70 transcriptional activation, primary screen; HeLa Hsp70 promoter luciferase reporter, luminescence; scaled: vehicle 0, proteasome-inhibitor control 100%; activation, % at 10 µM; 200,000 tested, 0.04% active; AID 1203;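 active means activation above the mean across all tested compounds plus 3 SD, cutoff set per campaign, cut at about 5.5% in these data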;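 further: 100% = MG132 at 30 µM as the positive control and 0% = DMSO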
# STAT3 blocker – reduces IL-6 driven STAT3 reporter signal. U3A cells, IL-6 STAT3-luciferase reporter, luminescence; host cell line lacks STAT1. inhibition, % at 5.5 µM. 190,000 tested, 0.89% active. AID 862;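 active means inhibition above the mean inhibition across all screened compounds plus 3 SD, cut at about 44% in these data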;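 further: 0% = DMSO only wells and 100% = 100 µM nifuroxazide control wells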
# STAT3 activator – activators of IL-6 induced STAT3 signaling; U3A cells, IL-6 STAT3-luciferase reporter, luminescence; 100% = signal with IL-6 EC80 alone; activation (% of control), % at 5.6 µM; 190,000 tested, 0.91% active;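 active means activation above the screen-wide mean of compound activation plus 3 SD, cut at about 130% in these data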;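 further: 0% = background luminescence of wells with medium and substrate only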
#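 Material: STAT3-luciferase reporter U3A cells. Controls: IL-6-treated wells, 100% activation. Read-out: % activation versus median of IL-6-stimulated wells. Probe or stimulus: IL-6 stimulus at 33 ng/mL final. Timing: compound 1 h, then IL-6 6 h at 37 °C. Signal: reporter luminescence signal.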
# DTT redox prof – compounds producing H2O2 with reducing agent – biochemical, NIH compound library profiling, artefact control for MLSCN library redox annotation, primary screen. DTT-dependent redox cycling H2O2, phenol red/HRP absorbance; 100% = 100 µM peroxide control, 0% = buffer. activation, % at 10 µM. 200,000 tested, 0.03% active. AID 878;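 active means activation of at least 50% relative to the plate's high and low controls in the primary single-dose screen; inactive means activation below 50%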;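 further: compound incubated with DTT at 0.8 mM final as the reducing agent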
# STAT1 blocker – inhibitors of IFN-gamma induced STAT1 signaling; 200,000 tested, 0.35% active; NIH 3T3 STAT1-luciferase reporter, luminescence; inhibition, % at 5.5 µM;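 active means inhibition above a set limit, the mean inhibition across all tested compounds plus 3 SD, cut at about 34% in these data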;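 further: 0% = IFN-gamma with DMSO and 100% = IFN-gamma with 300 µM nifuroxazide; values of inactives mirror those of a sister screen read the other way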
# STAT1 act – STAT1 signaling activation; NIH 3T3 STAT1-luciferase reporter, IFN-gamma, luminescence; 100% = IFN-gamma alone, no compound; activation (% of control), % at 5.5 µM; 200,000 tested, 2.6% active; AID 932;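 active means activation above the screen-wide mean activation plus 3 SD, cut at about 130% in these data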;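 further: raw ratio to IFN-gamma control signal so 100% means no change and 0% no light; values of inactives mirror those of a sister screen read the other way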
# APP 5'UTR act – activates APP 5'UTR luciferase reporter; SH-SY5Y APP 5'UTR luciferase reporter, luminescence; zero percent = DMSO vehicle wells; AID 1276; activation, % at 2 µM; 190,000 tested, 1% active;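 active means activation above a set limit, based on mean plus 3 SD of controls, cut at about 140% in these data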; further: values of inactives mirror those of a sister screen read the other way
# Efa HMGR inh – blocks class II HMG-CoA reductase of Enterococcus faecalis; purified E. faecalis HMGR, NADPH absorbance 340 nm kinetic; inhibition, % at 10 µM; 190,000 tested, 0.41% active;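 active means inhibition above a set limit, the median over all tested compounds plus 3 SD, cut at about 9.5% in these data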;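 further: enzyme runs in reverse so mevalonate oxidation gives rising NADPH absorbance; 0% = complete reaction with DMSO and 100% = background rate lacking mevalonate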
# NF-kB neuron act – NF-kB expression increase, human neuronal cells. AID 1239. NF-kB reporter expression; stronger effect = higher value. fold change at 12.5 µM. 190,000 tested, 1.6% active; in the data active means fold change above about 3.3
# * = called active by the depositor; x = not tested or not shown.
# Order of results: TLR4 MyD88 comp	Hsp70 act	STAT3 blocker	STAT3 activator	DTT redox prof	STAT1 blocker	STAT1 act	APP 5'UTR act	Efa HMGR inh	NF-kB neuron act
1. COc1cc2c(cc1OC)C1=C(C#N)CN(CC(=O)O)CN1CC2
→ -5	0.1	1	107	-0.9	3	98	x	1	1.3
2. COc1cc(/C=N/NC(=O)c2cccnc2)ccc1OC(=O)c1ccc2c(c1)OCO2
→ -2	0.1	-3	107	-4.1	-7	106	-1	-2	1.6
3. CC(C)Cn1c(N)c(C(=O)NCCN2CCOCC2)c2nc3ccccc3nc21
→ 7	0.0	-6	106	0.3	-4	104	5	-10	0.52
4. CCC(CC)c1nnc(NC(=O)C2=NNC(=O)CC2)s1
→ -3	-0.4	1	103	-0.3	2	100	9	-1	1.2
5. Cc1cc(C)cc(N(C(=O)Cc2cccs2)C(C(=O)NC2CCCCC2)c2ccccn2)c1 (configuration not stated)
→ -9	-0.1	2	104	3.0	14	87	8	-13	0.79
6. Cc1ccccc1N=C1N=C(N)c2ccccc21
→ 6	-0.3	-6	101	0.6	5	95	7	-4	0.94
7. O=C(CNc1ccccc1-c1ccccc1)NCc1ccccc1
→ -14	-0.2	-6	105	-0.2	-1	101	-22	-1	0.92
8. CCOc1ccc(CCNC(=O)CSc2cc(=O)n(C)c3ccc(Cl)cc23)cc1OCC
→ 5	0.0	9	94	0.3	3	98	-1	-7	0.91
9. COc1nsnc1N1CCOCC1
→ 0	-0.2	5	100	-0.6	-7	106	-34	0	0.96
10. CC(=O)c1cn(CC(=O)NCc2ccc3c(c2)OCO3)c2ccccc12
→ 2	-0.5	26	81	1.6	18	80	x	0	0.91
11. CN(C)c1ccc(C=NCCc2ccc(S(N)(=O)=O)cc2)cc1
→ -10	-0.2	-3	103	-0.1	-2	101	-23	-2	1.2
12. Cc1ccccc1NC(=O)C1CC(=O)N(c2ccccc2F)C1 (configuration not stated)
→ 7	-0.5	-5	105	0.6	3	97	3	-5	0.96
13. Cc1[nH]n2c(=O)cc(C(C)(C)C)nc2c1-c1ccccc1
→ -6	-0.2	16	90	0.3	1	99	-13	-4	0.93
14. COc1ccc(CCN(C)Cc2ccc(OC)c(OCc3ccccc3)c2)cc1OC
→ -1	-0.3	5	102	-3.3	7	94	6	-2	0.84
15. COc1ccc(NC(=O)CN2CCN(c3ccc(Cl)cc3)CC2)c(OC)c1
→ 4	0.1	1	107	1.1	6	94	7	2	1.1
16. CCOC(=O)N1CCC2(O)CCCCC2C1c1ccc(F)cc1 (configuration not stated)
→ 1	-0.3	0	103	2.8	5	95	6	-3	1.4
17. O=C(CC1SC2=NCCN2C1=O)Nc1ccc(Cl)cc1 (configuration not stated)
→ 8	-0.5	-16	116	0.4	4	96	-21	1	1.2
18. CCCN1CNC(=S)N(c2cccc(C)c2C)C1
→ 1	-0.3	8	97	3.3	-1	101	18	-7	0.93
19. CN(C[C@H](Cc1ccccc1)N(CCN(CCc1ccccc1)N=O)N=O)N=O
→ -5	-0.1	x	x	0.1	12	90	-1	-2	0.77
20. COc1ccc(C(=O)Nc2c(N)nc(SCC(=O)N3CCC(C)CC3)[nH]c2=O)cc1OC
→ -7	-0.3	5	103	0.5	-2	102	-5	0	1.4

# Gathered by group, the compounds so far containing an aryl thioether with sulfur outside any ring
# Order of results: TLR4 MyD88 comp	Hsp70 act	STAT3 blocker	STAT3 activator	DTT redox prof	STAT1 blocker	STAT1 act	APP 5'UTR act	Efa HMGR inh	NF-kB neuron act
8. CCOc1ccc(CCNC(=O)CSc2cc(=O)n(C)c3ccc(Cl)cc23)cc1OCC
→ 5	0.0	9	94	0.3	3	98	-1	-7	0.91
20. COc1ccc(C(=O)Nc2c(N)nc(SCC(=O)N3CCC(C)CC3)[nH]c2=O)cc1OC
→ -7	-0.3	5	103	0.5	-2	102	-5	0	1.4

# Later entries.
# Order of results: TLR4 MyD88 comp	Hsp70 act	STAT3 blocker	STAT3 activator	DTT redox prof	STAT1 blocker	STAT1 act	APP 5'UTR act	Efa HMGR inh	NF-kB neuron act
21. C#CCOC(=O)c1ccccc1C(=O)n1nnc2ccccc21
→ -6	-0.3	10	100	0.0	6	95	22	-3	0.94
22. CC(=O)Nc1ccc(Nc2c([N+](=O)[O-])c(=O)n(-c3ccccc3)c3ccccc23)cc1
→ 6	-0.4	12	92	-0.1	3	95	20	7	1.2
23. COc1ccc(OC)c(-n2c(=S)[nH]c3c(sc(=S)n3-c3ccccc3)c2=O)c1
→ 8	-0.1	19	93	-0.2	1	99	6	-8	1.2
24. Cc1c(C#N)c(=O)oc2ccc3ccccc3c12
→ -13	-0.3	19	86	-5.2	-2	102	17	-4	1
25. COc1ccc(C(C)=O)cc1CSc1nnc(-c2ccccc2O)n1-c1ccccc1
→ 8	-0.1	5	105	1.6	3	97	10	-2	0.73
26. CCCCN(C(=O)Cc1cccs1)c1nnc(-c2cccnc2)s1
→ 8	-0.2	-6	108	0.5	-17	115	10	-4	1.3
27. CCCOC(=O)c1cc2ccccc2oc1=O
→ 21	0.0	22	83	-0.1	5	95	4	8	1.1
28. O=C(NCc1n[nH]c(=S)n1-c1ccc(F)cc1)c1ccco1
→ 3	-0.2	10	97	0.5	-4	104	-5	1	1.1
29. Cc1ccc(C(=O)CC2(O)C(=O)N(CCc3ccccc3)c3ccc(Br)cc32)o1 (configuration not stated)
→ -10	-0.1	0	103	1.2	-8	107	14	-2	0.6
30. CCCCOc1ccc(C(=O)N/C(=C/C=C/c2ccccc2)C(=O)NC)cc1
→ 4	0.1	-5	102	-0.3	0	103	-15	-2	1.2
31. CCCNC(=O)NC(=O)CSc1nncs1
→ 12	-0.2	11	95	-0.1	7	95	1	0	0.99
32. CCn1c(SCC(=O)Nc2sc3c(c2C#N)CCC(C(C)(C)C)C3)nnc1-c1ccco1 (configuration not stated)
→ -9	-0.2	2	102	-6.8	-1	101	-1	-1	0.99
33. CNC(=O)c1cc(C(=O)c2ccc(C(F)(F)F)cc2F)c[nH]1
→ -12	-0.1	22	88	-0.1	-6	106	-1	3	1.2
34. CN(C)c1nc(SCC#N)nc(N2CCOCC2)n1
→ 6	0.1	4	100	1.8	3	97	7	-1	1
35. COc1ccc(CNC(=O)C(c2cccs2)N(Cc2ccco2)C(=O)Cc2cccs2)cc1 (configuration not stated)
→ 4	0.1	0	103	0.1	2	103	8	-4	0.31
36. O=C(CSc1nnc(Cc2ccccc2)n1Cc1ccco1)NC12CC3CC(CC(C3)C1)C2
→ -4	-0.5	6	97	4.3	3	98	-2	2	0.56
37. O=C(CN(c1cccc(C(F)(F)F)c1)S(=O)(=O)c1ccc(Cl)c([N+](=O)[O-])c1)NCc1ccccc1Cl
→ -2	-0.4	-1	103	2.0	4	96	3	2	1
38. CCOc1ccc(NC(=O)N(C2CCCCC2)C(C)c2ccncc2)cc1 (configuration not stated)
→ -9	0.1	6	98	1.6	2	98	14	0	0.97
39. NC(=O)[C@@H]1CCCCNc2c(F)cc([N+](=O)[O-])cc2C(=O)N[C@@H](CCCN=C(N)N)C(=O)NCC(=O)N1
→ -5	-0.3	-5	102	0.1	-2	102	8	-1	1
40. Cc1noc(C)c1C(=O)OCC(=O)NCCc1ccc(Cl)cc1
→ -13	-0.3	9	101	1.9	6	94	12	-1	1
41. O=C(CSc1nccc(=O)[nH]1)N1CCCc2ccccc21
→ 0	-0.2	2	102	2.9	-4	104	15	0	0.97
42. COC(=O)[C@H](C)NC(=O)NC(C)CCc1ccccc1 (some centres not stated)
→ -7	-0.4	4	99	0.2	3	97	1	-7	1.1
43. COc1cc(C(=S)N2CCOCC2)ccc1OC(=O)/C=C/c1ccco1
→ -1	-0.1	5	107	-0.1	-7	105	-22	-2	0.94
44. c1ccc(N/N=C2\CCCc3ccccc32)nc1
→ 15	-0.4	2	104	3.9	2	98	4	2	0.91
45. C/C(=N\Nc1ccc(F)cc1F)c1ccc(Br)s1
→ -6	0.0	18	87	-2.1	-16	114	1	-1	1.4
46. C=CCn1c(SCC(=O)Nc2nccs2)nnc1-c1cc2cccc(OC)c2o1
→ -6	-0.6	1	102	6.3	11	90	-12	-1	1.4
47. COc1ccc(C)cc1-n1nc2ccccc2n1
→ 3	-0.4	8	97	-0.2	-17	114	-15	3	0.92
48. CCOC(=O)C1CCCN(C(=O)c2ccco2)C1 (configuration not stated)
→ 6	0.7	-8	108	0.6	-3	103	7	0	1
49. C[C@H]1C(=O)N(C)CCN1Cc1cn(C)nc1-c1ccc(Oc2ccccc2)cc1
→ -3	-0.2	12	93	0.5	6	93	-2	-4	0.96
50. CCC(=O)N1CCc2cc(S(=O)(=O)CCC(=O)Nc3cccc(F)c3)ccc21
→ 12	0.0	2	103	1.0	-8	107	-7	-7	1.2
51. COc1ccc(OC)c(CN2CCC(CNC(=O)Nc3cccc(Cl)c3)CC2)c1
→ 4	-0.1	0	103	-1.1	2	96	13	-7	0.78
52. Cc1nn(Cc2ccc(Cl)cc2)c(C)c1NC(=O)CCCn1nc(C)c([N+](=O)[O-])c1C
→ -17	-0.3	11	92	0.1	1	99	-8	-5	0.98
53. COCCCNCCCCOc1ccccc1-c1ccccc1
→ -1	-0.4	12	90	-0.2	3	97	-1	-1	0.72
54. O=C(O)C1CC(=O)N(c2ccc(OCc3ccc(Cl)cc3Cl)cc2)C1 (configuration not stated)
→ -1	-0.3	11	96	0.1	3	97	30	-4	1.8
55. O=S(=O)(c1ccc(F)cc1)c1snnc1-c1ccccc1
→ 8	0.1	15	90	0.2	17	82	-93	4	0.99
56. Cc1ccc(OCCOCCn2cnc3ccccc3c2=O)cc1C
→ 2	-0.2	16	93	0.4	0	99	-9	-1	1.2
57. Cc1cccc(NS(=O)(=O)c2ccc3[nH]c(=O)cc(C(=O)O)c3c2)c1
→ -5	-0.2	5	100	-0.5	0	98	12	1	x
58. CC(C)CC(=O)NC(=S)Nc1ccc(F)cc1F
→ 1	-0.4	1	101	0.2	-15	115	8	-3	1.8
59. CCOC(=O)N1CCN(C(=O)C2CCN(S(=O)(=O)c3cc(OC)ccc3OC)CC2)CC1
→ -21	-0.2	1	109	-1.4	-3	101	19	-5	1.1

# From no. 54 as far as 59, as listed above:
# Order of results: TLR4 MyD88 comp	Hsp70 act	STAT3 blocker	STAT3 activator	DTT redox prof	STAT1 blocker	STAT1 act	APP 5'UTR act	Efa HMGR inh	NF-kB neuron act
54. O=C(O)C1CC(=O)N(c2ccc(OCc3ccc(Cl)cc3Cl)cc2)C1 (configuration not stated)
→ -1	-0.3	11	96	0.1	3	97	30	-4	1.8
55. O=S(=O)(c1ccc(F)cc1)c1snnc1-c1ccccc1
→ 8	0.1	15	90	0.2	17	82	-93	4	0.99
56. Cc1ccc(OCCOCCn2cnc3ccccc3c2=O)cc1C
→ 2	-0.2	16	93	0.4	0	99	-9	-1	1.2
57. Cc1cccc(NS(=O)(=O)c2ccc3[nH]c(=O)cc(C(=O)O)c3c2)c1
→ -5	-0.2	5	100	-0.5	0	98	12	1	x
58. CC(C)CC(=O)NC(=S)Nc1ccc(F)cc1F
→ 1	-0.4	1	101	0.2	-15	115	8	-3	1.8
59. CCOC(=O)N1CCN(C(=O)C2CCN(S(=O)(=O)c3cc(OC)ccc3OC)CC2)CC1
→ -21	-0.2	1	109	-1.4	-3	101	19	-5	1.1
